RXFP1 ag – qHTS Assay for Agonists of the Relaxin Receptor RXFP1. Relaxin receptor 1 (Homo sapiens), Q9HBX9. HEK293T-RXFP1 cAMP TR-FRET, 30 min; response scale: percent of porcine relaxin response, buffer zero. Potency, µM (top dose mostly 57.5 µM), for the others: top-dose activation, most hits filed as activators. 370,000 compounds, 0.3% hits. AID 2676, 2010; also: % is scaled to controls: 0 for no effect and ±100 for the full control effect; nearly all actives have a fitted effect of over 60% in size; many of its hits are not listed in these tables
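HEK293T cells stably expressing RXFP1 were pretreated with the PDE4 inhibitor Ro 20174, exposed to compounds for 30 min at 37C, lysed, and cAMP was read by TR-FRET. Data normalized to buffer (basal) and 29 nM porcine relaxin (100%).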
USP1-UAF1 inh – Inhibitors of USP1/UAF1: Primary Screen; Ubiquitin carboxyl-terminal hydrolase 1 (Homo sapiens), O94782; AID 743255, 2014; 390,000 compounds, 0.23% hits; recombinant USP1/UAF1, Ub-Rhodamine cleavage fluorescence; Potency, µM (doses to about 57.1 µM), for the others: at the highest dose activity change, negative = inhibition, usual class: inhibitors; also: % is scaled to controls: 0 for no effect and ±100 for the full control effect; nearly all actives have a fitted effect of over 60% in size; inactives centre near -12
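In this screen, compounds sit with the deubiquitinase complex (1nM) for 15 min at room temperature before Ub-Rho is added at 150nM final. Fluorescence rise is then followed for 6 reads every 60 seconds.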
Vif-A3G inh – qHTS for Inhibitors of Vif-A3G Interactions: qHTS. DNA dC->dU-editing enzyme APOBEC-3G (Homo sapiens), Q9HC16. HeLa A3G-eYFP + Vif (tagged APOBEC3G with the HIV-1 protein that degrades it), YFP fluorescence, overnight. Potency, µM (series often up to 46.1 µM), for inactives: top-dose activity, negative = active, actives largely listed as inhibitors. 410,000 compounds, 0.076% hits;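 also: % is scaled to controls: 0 for no effect and ±100 for the full control effect; nearly all actives have a fitted effect of over 60% in size; hits raise eYFP signal because A3G escapes Vif-driven loss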
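Read-out is eYFP fluorescence (Ex 488/Em 500-530) from Vif-expressing HeLa A3G-eYFP cells; more signal means A3G escaped Vif-mediated degradation. Cells plated overnight, compound pinned in, incubated overnight at 37 deg C.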
RGS4 inh – Inhibitors of Regulator of G Protein Signaling (RGS) 4: qHTS; Regulator of G-protein signaling 4 (Homo sapiens), P49798; Transcreener GDP fluorescence polarization, RGS4-accelerated GTP hydrolysis; Potency, µM (series often up to 114 µM), inactives show top-dose activity change, negative = inhibition, usual class: inhibitors; 390,000 compounds, 0.039% hits; also: % is scaled to controls: 0 for no effect and ±100 for the full control effect; nearly all actives have a fitted effect of over 75% in size; some results filed as inactive show a strong effect at the top dose
Target sequence (P49798 whole entry, looked up): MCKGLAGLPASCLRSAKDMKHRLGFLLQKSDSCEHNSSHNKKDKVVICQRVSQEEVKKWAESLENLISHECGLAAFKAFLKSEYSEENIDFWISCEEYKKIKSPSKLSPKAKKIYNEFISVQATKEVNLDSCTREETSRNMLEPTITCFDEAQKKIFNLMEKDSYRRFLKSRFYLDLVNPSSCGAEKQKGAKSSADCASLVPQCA
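MLSMR compounds (23 nl, pin-transferred) preincubated 10 min at room temperature with a 500nM (2x) first reagent, then RGS4 at 900nM (2x) plus Transcreener GDP mix added; fluorescence polarization (620/688 nm) read before and after 90 min at 30 °C.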
rTrxR1 inhibitor – qHTS Assay for Inhibitors of Mammalian Selenoprotein Thioredoxin Reductase 1 (TrxR1): qHTS | Potency, µM (series often up to 114 µM), for inactives: at the highest dose activity change, negative = inhibition, most hits filed as inhibitors | 390,000 compounds, 1% hits | Thioredoxin reductase 1, cytoplasmic (Rattus norvegicus), O89049 | recombinant rTrxR1, NADPH fluorescence consumption, selenite substrate; also: % is scaled to controls: 0 for no effect and ±100 for the full control effect; nearly all actives have a fitted effect of over 65% in size
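Rat TrxR1 (90 nM in the dispensed reagent) was pre-reduced with 400 uM NADPH for 5 min at room temperature, then incubated with compound for 15 min. After 400 uM selenite was added, NADPH fluorescence (Ex 340/Em 450 nm) was followed for 8 min.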
TrxR1 substrate – qHTS Assay for Substrates of Mammalian Selenoprotein Thioredoxin Reductase 1 (TrxR1): qHTS; purified TrxR1 substrate turnover, NADPH consumption readout; 390,000 compounds, 0.01% hits; Potency, µM (highest dose often 114 µM), inactives show at the top dose activity change, negative = substrate turnover; also: % is scaled to controls: 0 for no effect and ±100 for the full control effect; nearly all actives have a fitted effect of over 50% in size
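Rat TrxR1, dispensed at 90 nM, was prereduced with 400 uM NADPH (final) for 5 min at ~22 deg C, then incubated with compound 15 min before 400 uM selenite. A first-read NADPH fluorescence drop versus no-compound background flagged substrates.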
Vif-A3F inh – qHTS for Inhibitors of Vif-A3F Interactions: qHTS | HeLa A3F-eYFP + Vif (tagged APOBEC3F with the HIV-1 protein that degrades it), YFP fluorescence increase | Potency, µM (highest dose often 46.1 µM), for the others: top-dose activity, negative = active | 390,000 compounds, 0.2% hits; also: % of control where 0% means no effect; nearly all actives have a fitted effect of over 65% in size
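Fluorescence increase (Ex 488/Em 500-530) after overnight compound treatment at 37 deg C flags inhibition of Vif-driven A3F-eYFP loss in stable HeLa A3F-eYFP/Vif cells seeded overnight beforehand.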
mIDH1 inhibitor – qHTS for Inhibitors of mutant isocitrate dehydrogenase 1 (IDH1): qHTS; Potency, µM (series often up to 76.6 µM), without a hit: at the highest dose activity change, negative = inhibition, actives largely listed as inhibitors; 390,000 compounds, 0.093% hits; AID 602179, 2012; IDH1-R132H enzyme, NADPH consumption, diaphorase/resazurin fluorescence; Isocitrate dehydrogenase [NADP] cytoplasmic (Homo sapiens), O75874; also: % is scaled to controls: 0 for no effect and ±100 for the full control effect; nearly all actives have a fitted effect of over 65% in size
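IDH1-R132H (0.5 ug/mL dispensed) in pH 7.5 Tris buffer was preincubated 30 min with compound, then given a substrate mix of 0.016 mM NADPH and 2 mM alpha-KG for 80 min at room temperature; remaining NADPH was read by diaphorase/resazurin fluorescence.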
12-LOX inh – Primary qHTS assay for inhibitors of human arachidonate 12S-lipoxygenase (ALOX12): Round 2; Polyunsaturated fatty acid lipoxygenase ALOX12 (Homo sapiens), P18054; AID 1671190, 2021; Potency, µM (top dose mostly 108 µM), inactives show at the highest dose activity change, negative = inhibition, actives largely listed as inhibitors; purified 12hLO, xylenol orange hydroperoxide absorbance; 580,000 compounds, 1.1% hits; also: % is scaled to controls: 0 for no effect and ±100 for the full control effect
Target sequence (P18054 whole entry, looked up): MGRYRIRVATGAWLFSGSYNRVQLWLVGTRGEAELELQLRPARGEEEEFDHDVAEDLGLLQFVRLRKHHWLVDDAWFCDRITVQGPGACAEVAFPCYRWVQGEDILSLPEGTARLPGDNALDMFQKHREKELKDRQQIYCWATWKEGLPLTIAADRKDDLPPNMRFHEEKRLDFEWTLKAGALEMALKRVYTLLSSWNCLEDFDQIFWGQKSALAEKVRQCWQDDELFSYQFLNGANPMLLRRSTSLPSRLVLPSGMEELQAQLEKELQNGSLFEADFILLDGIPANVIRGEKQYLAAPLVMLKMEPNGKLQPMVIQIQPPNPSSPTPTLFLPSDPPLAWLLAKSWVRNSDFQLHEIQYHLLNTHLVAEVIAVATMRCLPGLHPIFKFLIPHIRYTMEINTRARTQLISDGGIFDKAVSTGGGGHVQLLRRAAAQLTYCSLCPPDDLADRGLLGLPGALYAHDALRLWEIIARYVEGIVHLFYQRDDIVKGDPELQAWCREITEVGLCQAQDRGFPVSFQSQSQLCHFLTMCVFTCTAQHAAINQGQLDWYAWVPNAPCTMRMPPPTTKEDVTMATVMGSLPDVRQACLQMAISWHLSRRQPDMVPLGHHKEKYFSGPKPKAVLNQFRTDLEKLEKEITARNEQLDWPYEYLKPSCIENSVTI
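Purified human 12hLO (150 nM final) in 25 mM Hepes, 0.01% Triton X-100, pH 7.0 was preincubated 15 min at room temperature with compound. Then 40 uM arachidonic acid was added, 30 min. Hydroperoxide was read by Fe-XO absorbance ratio 573/405 nm.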
An asterisk follows results filed as active; & = joins results of further samples; [ ] = another dose, or the depositor's remark. Calls follow the shape of the dose curve; as a rule, active = well fitted curve in the direction sought with a large enough effect; inconclusive = small, poorly fitted or top-dose-only effect, or another doubt; inactive = no such curve, though single readings can be large; an effect the other way counts as inactive or inconclusive. Potency is read from the fitted curve at half-maximal effect. Some of the compounds tested, so the mix of outcomes need not match the whole.

How did CN(C)S(=O)(=O)c1ccc(C(=O)NCC(=O)N/N=C/c2cccs2)cc1 do in these assays?
RXFP1 ag: -0.4%; USP1-UAF1 inh: -20%; Vif-A3G inh: 2%; RGS4 inh: 2%; rTrxR1 inhibitor: 14%; TrxR1 substrate: -1%; Vif-A3F inh: 3%; mIDH1 inhibitor: 7%; 12-LOX inh: 3%

How did C=CCn1c(Cc2cccs2)nnc1SCC(=O)Nc1ccc(OC)c(OC)c1 do in these assays?
RXFP1 ag: 0.4%; USP1-UAF1 inh: -5%; Vif-A3G inh: 2%; RGS4 inh: 12%; rTrxR1 inhibitor: -13%; TrxR1 substrate: -11%; Vif-A3F inh: -4%; mIDH1 inhibitor: -1%; 12-LOX inh: 2%

How did Cn1c(CNC(=O)CNC(=O)Cc2ccccc2)cc(=O)n(C)c1=O do in these assays?
RXFP1 ag: 4.8%; USP1-UAF1 inh: -22%; Vif-A3G inh: -1%; RGS4 inh: 2%; rTrxR1 inhibitor: 20%; TrxR1 substrate: 5%; Vif-A3F inh: -4%; mIDH1 inhibitor: -5%; 12-LOX inh: 45%[activator]

How did CCOC(=O)C(Cc1ccccc1)NS(=O)(=O)c1ccc(NC(C)=O)cc1 (configuration not stated) do in these assays?
RXFP1 ag: 2.1%; USP1-UAF1 inh: -10%; Vif-A3G inh: 1%; RGS4 inh: 9%; rTrxR1 inhibitor: -6%[57.1 µM]; TrxR1 substrate: 5%[57.1 µM]; Vif-A3F inh: -7%; mIDH1 inhibitor: -1%; 12-LOX inh: 11%

Results for O=C(Cn1cnc2c(cnn2-c2ccc(F)cc2)c1=O)N1CCCc2ccccc21 ?
RXFP1 ag: -0.8%; USP1-UAF1 inh: -2%; Vif-A3G inh: 5%; RGS4 inh: 4%; rTrxR1 inhibitor: 12%; TrxR1 substrate: 5%; Vif-A3F inh: 8%; mIDH1 inhibitor: 2%; 12-LOX inh: -3%

How did CCOc1ccc(CN2CCN(C(=O)c3cccc4ccccc34)CC2)cc1 do in these assays?
RXFP1 ag: -0.5%; USP1-UAF1 inh: -2%; Vif-A3G inh: 1%; RGS4 inh: 29%; rTrxR1 inhibitor: 11%; TrxR1 substrate: -7%; Vif-A3F inh: 2%; mIDH1 inhibitor: 5%; 12-LOX inh: inconclusive

Results for COc1ccc(CN2C(=O)CCCc3ccccc32)cc1 ?
RXFP1 ag: 0.8%; USP1-UAF1 inh: -6%; Vif-A3G inh: inconclusive; RGS4 inh: 15%; rTrxR1 inhibitor: 1%; TrxR1 substrate: -5%; Vif-A3F inh: -1%; mIDH1 inhibitor: 4%; 12-LOX inh: inconclusive

How did Cc1cccc(-c2nn3c(=O)cc(CN4CCN(C(=O)/C=C/c5ccccc5)CC4)nc3s2)c1 do in these assays?
RXFP1 ag: -0.2%; USP1-UAF1 inh: 4%; Vif-A3G inh: 1%; RGS4 inh: 26%; rTrxR1 inhibitor: 7%[57.1 µM]; TrxR1 substrate: -1%[57.1 µM]; Vif-A3F inh: -3%; mIDH1 inhibitor: 8%; 12-LOX inh: -18%

Results for CCOC(=O)c1ccc(S(=O)(=O)NNc2ccc(C(F)(F)F)cn2)cc1 ?
USP1-UAF1 inh: -4%; Vif-A3G inh: -5%; RGS4 inh: 11%; rTrxR1 inhibitor: 2%; TrxR1 substrate: -5%; Vif-A3F inh: -6%; mIDH1 inhibitor: -18%; 12-LOX inh: -117%

How did COc1ccc(-c2coc3cc(OC)ccc3c2=O)cc1 do in these assays?
USP1-UAF1 inh: inconclusive; Vif-A3G inh: -1%; RGS4 inh: -14%; rTrxR1 inhibitor: 11%; TrxR1 substrate: 2%; Vif-A3F inh: 0%; mIDH1 inhibitor: -11%; 12-LOX inh: 13%&12%

What do the screens show for `COc1ccc(/C=N/n2nnnc2N)c(OC)c1`?
RXFP1 ag: 3.2%; USP1-UAF1 inh: -30%; Vif-A3G inh: -4%; RGS4 inh: -3%; rTrxR1 inhibitor: 0%; TrxR1 substrate: 0%; Vif-A3F inh: 2%; mIDH1 inhibitor: 5%; 12-LOX inh: 0%

What do the screens show for `CCOC(=O)c1[nH]ncc1[C@@H]1C[C@H]2CN(Cc3cccc(Cl)c3)C(=O)[C@]23CCCN13`?
RXFP1 ag: 0.7%; USP1-UAF1 inh: -9%; Vif-A3G inh: 0%; RGS4 inh: 0%[56.9 µM]; rTrxR1 inhibitor: 8%; TrxR1 substrate: 5%; Vif-A3F inh: 4%; mIDH1 inhibitor: 20%; 12-LOX inh: 1%

How did CCSc1ccc2cc(OC)ccc2[n+]1CC do in these assays?
RXFP1 ag: 5.2%; USP1-UAF1 inh: -9%; Vif-A3G inh: 1%; RGS4 inh: -43%; rTrxR1 inhibitor: 8%[57.1 µM]; TrxR1 substrate: 49%; Vif-A3F inh: 2%; mIDH1 inhibitor: 6%; 12-LOX inh: inconclusive

Results for CCOC(=O)c1ccc(-n2ccnc2)c(NC(=O)c2ccc(C(C)(C)C)cc2)c1 ?
RXFP1 ag: 1.3%; USP1-UAF1 inh: -12%; Vif-A3G inh: 0%; RGS4 inh: -22%; rTrxR1 inhibitor: -12%; TrxR1 substrate: -10%; Vif-A3F inh: 3%; mIDH1 inhibitor: 4%; 12-LOX inh: -3%

Results for CCCn1c(C)cc(C(=O)CSc2nc3ccccc3c(=O)n2Cc2ccco2)c1C ?
RXFP1 ag: 0.0%; USP1-UAF1 inh: -12%; Vif-A3G inh: -4%; RGS4 inh: 1%; rTrxR1 inhibitor: -7%; TrxR1 substrate: -9%; Vif-A3F inh: -8%; mIDH1 inhibitor: 7%; 12-LOX inh: 0%

Results for CCO[C@H]1OC(C(=O)NCc2ccccc2)=C[C@@H](C)[C@@H]1CCCO ?
RXFP1 ag: 0.6%; USP1-UAF1 inh: -24%; Vif-A3G inh: 3%; RGS4 inh: -12%; rTrxR1 inhibitor: 17%; TrxR1 substrate: 4%; Vif-A3F inh: -1%; mIDH1 inhibitor: 9%; 12-LOX inh: 0%

Results for Cc1ccc(NC(=O)Cn2nc(N3CCN(c4ccccc4)CC3)ccc2=O)cc1F ?
RXFP1 ag: 0.8%; USP1-UAF1 inh: -10%; Vif-A3G inh: 0%; RGS4 inh: -26%; rTrxR1 inhibitor: 5%[57.1 µM]; TrxR1 substrate: -1%[57.1 µM]; Vif-A3F inh: -6%; mIDH1 inhibitor: 13%; 12-LOX inh: inconclusive

What do the screens show for `OCCC1CN(Cc2nc3ccccc3s2)CCN1C1CCCC1` (configuration not stated)?
RXFP1 ag: 0.9%; USP1-UAF1 inh: -1%; Vif-A3G inh: -5%; RGS4 inh: -5%; rTrxR1 inhibitor: 9%; TrxR1 substrate: 2%; Vif-A3F inh: 5%; mIDH1 inhibitor: -2%; 12-LOX inh: 0%

Results for COc1cccc2c1nc(C)c1cc(C)oc12 ?
RXFP1 ag: -2.2%; USP1-UAF1 inh: -25%; Vif-A3G inh: 6%; RGS4 inh: -5%; rTrxR1 inhibitor: 0%[11.4 µM]; TrxR1 substrate: -12%[11.4 µM]; Vif-A3F inh: 2%; mIDH1 inhibitor: 4%; 12-LOX inh: 181%[activator]

Results for O=Cc1cccn1-c1ccc2ccccc2c1 ?
RXFP1 ag: 2.8%; USP1-UAF1 inh: -21%; Vif-A3G inh: -4%; RGS4 inh: -4%; rTrxR1 inhibitor: 28%; TrxR1 substrate: 9%; Vif-A3F inh: -1%; mIDH1 inhibitor: 0%; 12-LOX inh: -7%

Structures above that contain two or more sulfur atoms (2):
How did CN(C)S(=O)(=O)c1ccc(C(=O)NCC(=O)N/N=C/c2cccs2)cc1 do in these assays?
RXFP1 ag: -0.4%; USP1-UAF1 inh: -20%; Vif-A3G inh: 2%; RGS4 inh: 2%; rTrxR1 inhibitor: 14%; TrxR1 substrate: -1%; Vif-A3F inh: 3%; mIDH1 inhibitor: 7%; 12-LOX inh: 3%

How did C=CCn1c(Cc2cccs2)nnc1SCC(=O)Nc1ccc(OC)c(OC)c1 do in these assays?
RXFP1 ag: 0.4%; USP1-UAF1 inh: -5%; Vif-A3G inh: 2%; RGS4 inh: 12%; rTrxR1 inhibitor: -13%; TrxR1 substrate: -11%; Vif-A3F inh: -4%; mIDH1 inhibitor: -1%; 12-LOX inh: 2%

Source: PubChem
